# LDHA inh – qHTS assay for inhibitors of human lactate dehydrogenase; L-lactate dehydrogenase A chain (Homo sapiens), P00338; purified LDHA, NADH/diaphorase-resazurin fluorescence; hits give low values; activity change, % (values are at about 110 or 230 µM); AID 1347041, 2019; 0.15% of 480,000 active; in the data active = activity change below about -30%; inconclusive = mostly about -25% to -30%;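 also: plate controls were DMSO wells for no effect and wells without enzyme for full effect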
#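 Human LDH5 (2 nM) was incubated with 0.06 mM NADH and 0.2 mM pyruvate for 5 min at room temperature in Tris pH 7.4. Remaining NADH was coupled through diaphorase/resazurin, and resorufin fluorescence was read at 0 and 20 min.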
# Active calls of the source: *; ? = inconclusive. A portion of the library; rates above refer to the full screens.
SMILES,LDHA inh
Cn1nc(C(=O)Nc2cc(Cl)cc(Cl)c2)c2ccccc2c1=O,-0.3
Cc1cc(C)c(NC(=O)CN(C)Cc2ncc(-c3ccc(F)cc3)o2)c(C)c1,8.6
CCC(=O)Nc1ccc2nc(-c3ccccc3C)oc2c1,0.3
Cc1ccccc1NC(=O)c1sc2c(c1C)C(c1cccnc1)CC(=O)N2 (stereo not drawn),7.9
O=C(Nc1ccccc1)Nc1ccc(NC(=O)c2ccc(Cl)cc2)cc1,-1.6
COc1ccc(-c2cc(C(F)(F)F)nc(S(=O)(=O)CCC(=O)Nc3ccc(C)cc3)n2)cc1,6.3
CN(C(=O)CSc1nnc(-c2ccccc2F)o1)C1(c2ccccc2Cl)CCCCC1=O (stereo not drawn),-10.1
Cc1ccc(CN(C)C(=O)c2cc(-c3cccnc3)nc3ccccc23)o1,-0.6
Cc1nc2ccccc2nc1COC(=O)c1cnc2ccccc2n1,15.2
Cn1c(=O)c2c(nc(Cl)n2CC(=O)c2ccc(C(C)(C)C)cc2)n(C)c1=O,-14.3
Cc1oc(-c2cccs2)nc1CC(=O)Nc1cccc(C#N)c1,-2.3
Cc1c(C(=O)Nc2ccc3oc(-c4ccc(F)cc4)nc3c2)cccc1[N+](=O)[O-],6.1
Cc1ncc(-c2ccc(S(=O)(=O)Nc3ccc(Br)cc3F)cc2)o1,3.5
CCC(=O)NC(Nc1ccccc1Cl)(C(F)(F)F)C(F)(F)F,-9.3
COc1ccc(-c2cc3n(n2)CC(C)(C(=O)NCc2ccccc2)N(Cc2ccc(C)o2)C3=O)cc1 (stereo not drawn),0.3
CCCCCCc1ccc(N=Cc2ccc(OCC(C)CC)cc2O)cc1 (stereo not drawn),5.5
Cc1ccc2c(=O)cc(C(=O)NCC(c3cccs3)N3CCCCCC3)oc2c1C (stereo not drawn),2.5
CC(=O)Nc1ccc(NC(=O)NC(C)c2ccc(F)cc2)cc1 (stereo not drawn),7.1
Cc1ccc(-n2ncnc2-c2cc3c(n(-c4ccccc4)c2=O)CC(C)(C)CC3=O)cc1,4.5
CC1(NC(=O)CSc2nc(CN3CCOCC3)nc3ccccc23)CCS(=O)(=O)C1 (stereo not drawn),-1.8
CC(C)N(Cc1nc2ccccc2c(=O)[nH]1)C(=O)c1sc2cc(F)ccc2c1Cl,-4.5
COc1ccc(CCn2c3c(c(=O)[nH]c2=S)CN(c2ccccc2)CN3)cc1OC,-9.8
O=C(Cc1c[nH]c2ccccc12)N1CCN(C(=O)NC2CCCC2)CC1,-7.2
Cc1nn(CC(=O)N2CCc3ccccc32)c(C)c1S(=O)(=O)N1CCCC(C(=O)NC(C)C)C1 (stereo not drawn),-7.3
COc1ccc(OCCOC(=O)c2nn(C)c(=O)c3ccccc23)cc1,0.4

# Rewritten with bars between the fields: part of the list above.
SMILES | LDHA inh
COc1ccc(-c2cc(C(F)(F)F)nc(S(=O)(=O)CCC(=O)Nc3ccc(C)cc3)n2)cc1 | 6.3
CN(C(=O)CSc1nnc(-c2ccccc2F)o1)C1(c2ccccc2Cl)CCCCC1=O (stereo not drawn) | -10.1

# Other records:
SMILES,LDHA inh
O=C(Nc1ccc(F)cc1)c1cc(-c2ccccn2)nc2ccccc12,1.3
O=C(CCCc1nc2ccccc2s1)NC1CCCCCCC1,-0.1
CC(C)(C)C(=O)N1CCN(c2ccc(F)cc2)CC1,-1.1
OC(CNC12CC3CC(CC(C3)C1)C2)COc1ccc(Cl)cc1Cl (stereo not drawn),-2.8
O=C(Nc1ccccc1C(=O)NC1CCCC1)c1cnc2ccccc2n1,6.3
O=C(/C=C/c1ccc(-c2cc(Cl)ccc2Cl)o1)c1ccccc1,-2.7
CC(=O)Nc1ccc(NC(=O)c2ccc(N(C)C)cc2)cc1,-5.3
COC(=O)c1cc(N)cc(C(=O)OC)c1,8.8
NC(=O)c1ccc(NS(=O)(=O)c2ccccc2[N+](=O)[O-])cc1,-3.8
CCCCCCCCS(=O)CCO (stereo not drawn),0.8
O=S(=O)(NC1CCSc2c(F)cccc21)c1cccc(Cl)c1 (stereo not drawn),3.3
Cc1ccc(C(=O)COC(=O)c2ccccc2O)s1,1.5
C/C(=N/Nc1cccc(Cl)c1)c1ccccc1Br,11.3
Cc1cccc(N2CCN(C(=O)c3noc4c3CCc3sccc3-4)CC2)c1C,1.9
Cc1ccc(NC(=O)NCc2c(C)nn(C)c2C)cc1C,7.7
CCc1ccc(C(C)NC(=O)CN(C)Cc2ccc(C)o2)cc1 (stereo not drawn),19.3
CN(Cc1ccc(C(=O)NCC(F)(F)F)cc1)C(=O)CCc1ccccc1,5.0
CN(CCOc1ccccc1)Cc1nc(N)nc(N(C)C)n1,-4.7
CC(NC(=O)c1cc(-c2ccncc2)nc2ccccc12)c1cccs1 (stereo not drawn),-7.7
CCN(C(=O)CCn1cnc2c1c(=O)n(C)c(=O)n2C)c1ccccc1C,-0.6
Cc1cc(SCC(=O)NC(=O)NCC(C)C)nc2ccccc12,-4.4
Cc1ccc(N2CCN(C(=O)c3cc4cc([N+](=O)[O-])ccc4oc3=O)CC2)cc1C,-2.1
CN1C(=O)CC(c2ccc(Cl)cc2)C2=C1CC(C)(C)CC2=O (stereo not drawn),-9.7
Cc1ccc(-c2cc(Nc3ccccc3)nc(C)n2)cc1,-1.0
Cc1ccc(CNCC2CN(C)CCO2)o1 (stereo not drawn),-3.0

# Some values from above:
# Value of Cc1ncc(-c2ccc(S(=O)(=O)Nc3ccc(Br)cc3F)cc2)o1 in LDHA inh: 3.5
# Value of CC1(NC(=O)CSc2nc(CN3CCOCC3)nc3ccccc23)CCS(=O)(=O)C1 (stereo not drawn) in LDHA inh: -1.8
# Value of CCC(=O)NC(Nc1ccccc1Cl)(C(F)(F)F)C(F)(F)F in LDHA inh: -9.3
# Value of Cc1oc(-c2cccs2)nc1CC(=O)Nc1cccc(C#N)c1 in LDHA inh: -2.3
# Value of CC(NC(=O)c1cc(-c2ccncc2)nc2ccccc12)c1cccs1 (stereo not drawn) in LDHA inh: -7.7
# Value of CC(=O)Nc1ccc(NC(=O)NC(C)c2ccc(F)cc2)cc1 (stereo not drawn) in LDHA inh: 7.1

# More structures.
SMILES,LDHA inh
CC(Oc1ccc(Cl)cc1Cl)C(=O)NN (stereo not drawn),4.2
CN(CC(=O)Nc1c(Cl)cccc1Cl)CC(=O)N1CCC(Cc2ccccc2)CC1,-6.9
Cc1ccccc1C(=O)Nc1c(NC2CCCC2)c2ccccc2oc1=O,-7.8
Cc1ccc(NC(=O)Cc2nnc(SCC(=O)NC34CC5CC(CC(C5)C3)C4)n2C)cc1C,8.5
CCC1CCc2nc3ccc(Cl)cc3c(-c3ccccc3F)c2C1 (stereo not drawn),3.8
CCn1cnc2c1c(=O)n(CC(=O)NCc1cccs1)c(=O)n2Cc1ccccc1,-1.0
O=C/C=C/c1ccccc1[N+](=O)[O-],0.1
COc1cc(C(=O)N2CCC(C(=O)Nc3ccccc3)CC2)ccc1OCc1c(C)noc1C,4.3
COc1ccc(-c2nc(SC(C)C(=O)NCC(C)C)n[nH]2)c(OC)c1 (stereo not drawn),-19.1
CC1CCC(NC(=O)c2ccc(C(N)=O)cc2)CC1 (stereo not drawn),-0.9
N#CCN(Cc1ccc(C(F)(F)F)cc1)C1CC1,-1.9
Cn1c(=O)c2c(-c3ccccc3)n3c(c2n(C)c1=O)C(c1cccc(O)c1)OCC3 (stereo not drawn),?
CC(C)N1CCc2c(C#N)c(NCc3ccco3)n3cnnc3c2C1,7.8
COC(=O)c1ccc(N2C(=O)Cc3cc(OC)c(OC)cc3C2c2ccc(OC)cc2)cc1 (stereo not drawn),4.3
Cc1ccc(CNC2CC2)cc1,9.2
O=C(Nc1ccc(F)cc1)C1=C(c2ccccc2)SCCO1,2.1
Cc1ccc(SCCNC(=O)c2nccnc2N)cc1,-0.5
O=C(NC(O)C(=O)c1ccc(F)cc1)c1ccccc1 (stereo not drawn),-8.2
COc1ccc2c(C)c(CCC(=O)N3CCCCC3)c(=O)oc2c1,11.4
CC(C)n1c(SCCc2ccccc2)nc2c1c(=O)[nH]c(=O)n2C,-9.9
CN(Cc1cccc(F)c1)C(=O)CCCc1c[nH]c2ccccc12,3.6
CC1(c2nc3ccccc3[nH]2)CCC2=Nc3ccccc3CN21 (stereo not drawn),-6.0
Cc1cc2c(c(=O)n1CCN(C)C)C(c1ccc(Cl)cc1Cl)C(C#N)=C(N)O2 (stereo not drawn),14.9
CCOC(=O)c1cnc2ccccc2c1N1CCC(O)CC1,-3.6
CCOc1ccc(-c2csc(-c3ccc(Cl)cc3)n2)cc1,9.8
# Further records
SMILES,LDHA inh
C#CC(CC)(CC)NC(=O)CSc1nc2cc(Cl)ccc2s1,-1.9
N#Cc1ccc(N2CCN(S(=O)(=O)c3ccc4c(c3)CC(=O)N4)CC2)cc1,-0.8
CCCCNC(=O)C(NC(=O)c1ccc(-c2ccccc2)cc1)C(=O)c1ccccc1 (stereo not drawn),3.9
CS(=O)(=O)N1CCN(CC(=O)Nc2sc3c(c2C#N)CCCC3)CC1,-10.2
Cn1c(Sc2ncc(C(F)(F)F)cc2Cl)nnc1-c1ccncc1,-1.2
CC(=O)c1cccc(NC(=O)C2(C#N)CCCC2)c1,-23.0
COc1cccc2c1OC1(CCN(C)CC1)N1N=C(c3ccccc3)CC21 (stereo not drawn),4.9
CC(C)(C)c1ccc(C(CC(=O)O)NC(=O)C2CCCCC2)cc1 (stereo not drawn),2.6
CN(C)C(=O)c1ccc(NC(=O)CC#N)cc1,0.1
Cc1cc(C(C)(C)C)cc(C)c1S(=O)(=O)N1CCN(Cc2nc3ccccc3c(=O)[nH]2)CC1,2.9
N#C/C(=C/c1ccc(OC(F)F)cc1)C(=O)Nc1cccc(C(F)(F)F)c1,-23.3
Cc1onc(-c2ccccc2Cl)c1-c1nc(-c2ccc(Br)cc2)no1,2.7
CC(=O)c1ccc(NC(=O)CCc2ncc(-c3ccccc3Cl)o2)cc1,17.8
COc1cc(OC)cc(C(=O)/C(=C\c2ccco2)c2nc3ccccc3o2)c1,10.1
CCOC(=O)c1c(C)oc2ccc(OCC(=O)OC)cc12,9.5
O=C(CCn1cnc2sc3c(c2c1=O)CCCC3)NCc1cccc(CN2CCCCCC2)c1,-2.6
Cc1c(Cl)cccc1N(CC(=O)N1CCc2ccccc2C1)S(C)(=O)=O,3.0
Cc1c(C(=O)N2CCCCCC2)c(S(=O)(=O)N2CCCc3ccccc32)c(C)n1C,-6.1
COc1cc(C2CC(=O)NC(SCc3ccccc3)=C2C#N)ccc1O (stereo not drawn),4.1
CCCCn1nc(C(=O)N2CCC(C(=O)Nc3ccc4c(c3)OCO4)CC2)c2ccccc2c1=O,-1.5
COc1ccc(CN2C(=O)c3ccccc3NC2c2ccc(OC)c(COc3ccc(NC(C)=O)cc3)c2)cc1 (stereo not drawn),8.7
CCN1C(=O)C(Cc2cc(OC)c(OC)cc2OC)c2ccccc21 (stereo not drawn),8.4
COc1ccc2c(COC(=O)c3ccc(F)cc3)cc(=O)oc2c1,17.2
Cc1cccc(Cn2c(N3CCN(C(=O)c4ccco4)CC3)nc3c2c(=O)n(C)c(=O)n3C)c1,7.1
O=C1CN(C(=O)CCn2c(-c3ccccc3)cc3ccccc32)CCN1,-3.0

# The closing 4 entries of the part before open the next one:
SMILES,LDHA inh
CCN1C(=O)C(Cc2cc(OC)c(OC)cc2OC)c2ccccc21 (stereo not drawn),8.4
COc1ccc2c(COC(=O)c3ccc(F)cc3)cc(=O)oc2c1,17.2
Cc1cccc(Cn2c(N3CCN(C(=O)c4ccco4)CC3)nc3c2c(=O)n(C)c(=O)n3C)c1,7.1
O=C1CN(C(=O)CCn2c(-c3ccccc3)cc3ccccc32)CCN1,-3.0
COc1cccc(-c2nc(CSc3ccc4c(c3)OCCCO4)cs2)c1OC,3.3
Cc1ccccc1C(=O)NC(c1ccccc1)C(C)(C)C (stereo not drawn),1.0
Cc1cccc(C(=O)NC(c2ccc3c(c2)OCCCO3)C(C)C)n1 (stereo not drawn),6.6
Cc1cc(/C=N/O)c(C)n1-c1ccncc1,-3.2
CCOc1ccc2nc(Nc3nc(C)cc(=O)[nH]3)nc(C)c2c1,-0.4
NC(=O)C1CCN(c2ncc(-c3ccc4c(c3)OCCCO4)s2)CC1,2.8
COc1ccc(C2C(C(C)=O)=C(C)Oc3ncn4nc(-c5cccnc5)nc4c32)cc1 (stereo not drawn),4.6
CCOc1ccc(C(C)(C)C)cc1S(=O)(=O)NCc1ccco1,5.2
Cc1ccc(C2CC(=O)N3CN(Cc4ccccc4)CSC3=C2C#N)cc1 (stereo not drawn),69.5
Cc1ccccc1OCc1nc(-c2ccccc2OCC(=O)N2CCCCCC2)no1,0.1
Cc1ccc(NC(=O)CSc2nc3nc(N4CCCCC4)sc3c(=O)n2C)cc1,0.8
C#CCOc1ccc(/C=C(/C#N)c2ccc(F)cc2)cc1OC,14.0

# Another view of 7 compounds above:
SMILES	LDHA inh
CN(CCOc1ccccc1)Cc1nc(N)nc(N(C)C)n1	-4.7
CC(NC(=O)c1cc(-c2ccncc2)nc2ccccc12)c1cccs1 (stereo not drawn)	-7.7
CCN(C(=O)CCn1cnc2c1c(=O)n(C)c(=O)n2C)c1ccccc1C	-0.6
Cc1cc(SCC(=O)NC(=O)NCC(C)C)nc2ccccc12	-4.4
Cc1ccc(N2CCN(C(=O)c3cc4cc([N+](=O)[O-])ccc4oc3=O)CC2)cc1C	-2.1
CN1C(=O)CC(c2ccc(Cl)cc2)C2=C1CC(C)(C)CC2=O (stereo not drawn)	-9.7
Cc1ccc(-c2cc(Nc3ccccc3)nc(C)n2)cc1	-1.0

# Compound activity: PubChem BioAssay, National Center for Advancing Translational Sciences (NCATS)
